Tau filament bind – qHTS Assay for Tau Filament Binding; recombinant tau filaments, thioflavin S fluorescence, 15 h; filaments grown with octadecylsulfate alongside compound; Potency, µM (titrated, usually from 57.1 µM), for inactives: top-dose activity change, negative = inhibition; 71,000 tested, 2% active; AID 596, 2007;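 also: potency is read from the fitted curve at half-maximal effect; % is scaled to controls: 0 for no effect and ±100 for the full control effect; actives lower thioflavin S fluorescence by blocking filaments or displacing dye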
Target sequence (P10636 whole entry, looked up): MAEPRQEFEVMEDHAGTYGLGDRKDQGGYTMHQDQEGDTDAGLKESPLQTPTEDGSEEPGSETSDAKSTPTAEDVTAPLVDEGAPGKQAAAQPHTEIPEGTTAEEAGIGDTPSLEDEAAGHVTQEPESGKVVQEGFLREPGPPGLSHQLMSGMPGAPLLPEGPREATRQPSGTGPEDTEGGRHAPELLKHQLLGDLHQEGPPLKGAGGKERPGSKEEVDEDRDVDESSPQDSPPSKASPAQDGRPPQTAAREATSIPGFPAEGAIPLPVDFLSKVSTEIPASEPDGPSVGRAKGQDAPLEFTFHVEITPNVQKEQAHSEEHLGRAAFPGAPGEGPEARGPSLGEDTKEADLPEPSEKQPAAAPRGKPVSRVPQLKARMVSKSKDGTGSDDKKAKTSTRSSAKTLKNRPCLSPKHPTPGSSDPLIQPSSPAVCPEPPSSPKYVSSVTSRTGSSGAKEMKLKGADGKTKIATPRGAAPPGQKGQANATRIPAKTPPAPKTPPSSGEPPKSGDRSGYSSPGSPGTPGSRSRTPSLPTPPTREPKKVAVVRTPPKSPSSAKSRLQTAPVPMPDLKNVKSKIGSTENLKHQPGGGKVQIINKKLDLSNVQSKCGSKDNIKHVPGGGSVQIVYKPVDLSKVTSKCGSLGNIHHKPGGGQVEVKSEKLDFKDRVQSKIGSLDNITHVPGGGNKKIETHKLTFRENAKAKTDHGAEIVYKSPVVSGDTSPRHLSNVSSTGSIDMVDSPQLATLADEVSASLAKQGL
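Assay mix: 1 uM His-tagged tau, 30 uM sodium octadecylsulfate, thioflavine S dye in HEPES/NaCl/DTT buffer. Compound is added prior to the inducer. Fluorescence after 15 h at 37 C.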
Rhodamine autofl – qHTS Assay for Spectroscopic Profiling in Rhodamine Spectral Region; max dye-equivalent concentration, M; Rhodamine-region fluorescence, 547/598 nm, Tris buffer; active compounds read high; 59,000 tested, 0.05% active; AID 594, 2007; in the data active = max dye-equivalent concentration above about 11 nM; inconclusive = between about 1.1 nM and that limit
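A six-point rhodamine series on each plate calibrates the signal. Compounds sit in 100 mM Tris (pH 8.0) for 15 min at ambient temperature before imaging through 547 nm/598 nm filters.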
Fluorescein autfl – qHTS Assay for Spectroscopic Profiling in Fluorescein Spectral Region. Compound autofluorescence, 480/540 nm, fluorescein-equivalent; active compounds read high. max fluorescein-equivalent concentration, M. 59,000 tested, 0.91% active. AID 593, 2007; in the data active = max fluorescein-equivalent concentration above about 10 nM; inconclusive = between about 1.1 nM and that limit
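Spectral profiling of library compounds in the fluorescein window (480 nm excitation, 540 nm emission) after 15 min at room temperature in pH 8.0 Tris (100 mM). Values are dye-equivalent concentrations.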
TexasRed autofl – qHTS Assay for Spectroscopic Profiling in Texas Red Spectral Region; 59,000 tested, 0.06% active; AID 587, 2007; max dye-equivalent concentration, M; Compound fluorescence, Texas Red channel, 547/618 nm; active compounds read high; in the data active = max dye-equivalent concentration above about 10 nM; inconclusive = between about 1.1 nM and that limit
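Compound titrations in 100 mM Tris pH 8.0 were incubated 15 min at room temperature and read at 547 nm excitation / 618 nm emission. Texas Red six-point standard curve on each plate converted fluorescence to dye-equivalent concentration.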
USP2a inhib – qHTS Assay for Inhibitors of Ubiquitin-specific Protease USP2a; Ubiquitin carboxyl-terminal hydrolase 2 (Homo sapiens), O75604; USP2a enzymatic assay, qHTS inhibition; Potency, µM (top dose mostly 38.3 µM), inactives show at the highest dose activity change, negative = inhibition, hits mostly inhibitors; 60,000 tested, 0.1% active; AID 927, 2007;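 also: potency is read from the fitted curve at half-maximal effect; nearly all actives have a fitted effect of over 60% in size; plate controls were DMSO for no effect and NEM full inhibition control for full effect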
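USP2 core (20 nM final) was preincubated with compound for 30 min at RT in 20 mM Tris-HCl pH 8.0, 2 mM CaCl2, 2 mM beta-mercaptoethanol; Ub-PLA2 (20 nM) plus NBD C6-HPC (20 uM) then added, fluorescence read after 2.5 h.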
Caspase-1 inhib – qHTS Assay for Allosteric/Competitive Inhibitors of Caspase-1 | P29466 | Caspase-1 enzyme, Ac-WEHD-AFC fluorogenic rate | Potency, µM (series often up to 57.5 µM), for the others: at the top dose activity change, negative = inhibition, most hits filed as inhibitors | 75,000 tested, 0.03% active | AID 900, 2007;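 also: potency is read from the fitted curve at half-maximal effect; plate controls were vehicle for no effect and no substrate for full effect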
Target sequence (P29466 120-297 limits assumed): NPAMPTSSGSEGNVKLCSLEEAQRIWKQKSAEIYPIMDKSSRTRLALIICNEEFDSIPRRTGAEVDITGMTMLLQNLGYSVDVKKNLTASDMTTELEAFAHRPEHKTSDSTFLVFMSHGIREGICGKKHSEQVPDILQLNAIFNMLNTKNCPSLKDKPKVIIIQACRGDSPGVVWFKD
Target sequence (P29466 317-404 limits assumed): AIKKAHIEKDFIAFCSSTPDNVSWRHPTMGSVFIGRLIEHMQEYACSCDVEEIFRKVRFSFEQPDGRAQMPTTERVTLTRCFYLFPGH
Luciferase inh – qHTS Assay for Inhibitors of Firefly Luciferase | AID 411, 2009 | Potency, µM (doses to about 57.1 µM), for the others: at the highest dose activity change, negative = inhibition, usual class: inhibitors | purified firefly luciferase, luminescence, 8 min | 72,000 tested, 2.2% active; also: potency is read from the fitted curve at half-maximal effect; % is scaled to controls: 0 for no effect and ±100 for the full control effect; nearly all actives have a fitted effect of over 40% in size
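Firefly luciferase (PKLight detection mix) with 10 uM ATP in pH 7.2 imidazole buffer (KCl, MgCl2, Tween 20, BSA). Compounds tested across a concentration series (qHTS). Luminescence read after 8 min at ambient temperature.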
HEK293 cAMP cs – qHTS Assay for Agonists of the Thyroid Stimulating Hormone Receptor: Activators of Intracellular cAMP Concentrations in Parental HEK 293 | 73,000 tested, 2.5% active | Potency, µM (doses to about 57.1 µM), for inactives: at the highest dose activation, hits mostly activators | parental HEK293 CNG cAMP sensor, membrane potential fluorescence | AID 938, 2007; also: potency is read from the fitted curve at half-maximal effect; % of control where 0% means no effect; nearly all actives have a fitted effect of over 55% in size
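Counterscreen for endogenous-receptor signalling: CNG-channel HEK 293 cells report cAMP rise by membrane depolarization. After 60 min dye equilibration with 100 uM RO 20-1724, compounds incubated 30 min before bottom-read fluorescence at 590 nm.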
HADH2 inh – qHTS Assay for Inhibitors of HADH2 (Hydroxyacyl-Coenzyme A Dehydrogenase, Type II); 3-hydroxyacyl-CoA dehydrogenase type-2 (Homo sapiens), Q99714; 73,000 tested, 3.4% active; Potency, µM (top dose mostly 57.1 µM), without a hit: at the highest dose activity change, negative = inhibition, actives largely listed as inhibitors; recombinant HADH2, NADH fluorescence, beta-hydroxybutyryl-CoA; AID 886, 2007; also: potency is read from the fitted curve at half-maximal effect; % is scaled to controls: 0 for no effect and ±100 for the full control effect; nearly all actives have a fitted effect of over 60% in size; many of its hits are not listed in these tables
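NADH fluorescence (ex 360/em 450 nm) read every 30 s for 4 min; activity taken as last-minus-first time point difference. Enzyme 20 nM, NAD+ 1 mM, beta-hydroxybutyryl-CoA 90 uM, pH 9.0 Tris buffer.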
ERK AVP inh – qHTS Assay for Inhibitors of the ERK Signaling Pathway using a Homogeneous Screening Assay. Potency, µM (doses to about 57.5 µM), inactives show at the top dose activity, negative = inhibition, actives largely listed as inhibitors. HEK293-V1b, vasopressin-stimulated pERK AlphaScreen. 72,000 tested, 0.99% active. AID 995, 2007; also: potency is read from the fitted curve at half-maximal effect; % is scaled to controls: 0 for no effect and ±100 for the full control effect; nearly all actives have a fitted effect of over 55% in size
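HEK293 cells stably expressing V1b receptor, preincubated 30 min at 37 °C with compound, then stimulated 5 min with 25 nM vasopressin. Phospho-ERK by AlphaScreen SureFire after 5 h RT; normalized to DMSO and vasopressin; AC50 by Hill fit.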
Casp7 inh – qHTS Assay for Allosteric/Competitive Inhibitors of Caspase-7; recombinant caspase-7, Ac-DEVD-AFC fluorescence rate; AID 889, 2007; P55210; Potency, µM (titrated, usually from 57.5 µM), without a hit: top-dose activity change, negative = inhibition, usual class: inhibitors; 75,000 tested, 0.02% active; active = well fitted inhibition curve with a large enough effect in the main read-out, with a control signal flat, not every such curve was filed as active; inconclusive = small, poorly fitted or top-dose-only effect, or a change in a side signal; also: potency is read from the fitted curve at half-maximal effect; % of control where 0% means no effect
* hit, by the source's call; i = inactive; ? = inconclusive; nt = no result given; & = joins results of further samples; [ ] = dose if it differs, or a comment. Unless noted, calls follow the shape of the dose curve; as a rule, active = well fitted curve in the direction sought with a large enough effect; inconclusive = small, poorly fitted or top-dose-only effect, or another doubt; inactive = no such curve, though single readings can be large; an effect the other way counts as inactive or inconclusive. An excerpt; count on the stated rates, not on these rows.

SMILES	Tau filament bind	Rhodamine autofl	Fluorescein autfl	TexasRed autofl	USP2a inhib	Caspase-1 inhib	Luciferase inh	HEK293 cAMP cs	HADH2 inh	ERK AVP inh	Casp7 inh
CCOC(=O)Nc1ccc2c(c1)N(C(=O)N(C)C)c1ccccc1CC2	-3%[11.4 µM]	nt	nt	nt	17%[7.66 µM]	0%	-5%	?	4%[11.4 µM]	-8%	1%
CSc1nsc(SC)c1NC(=O)OCC1CCCO1 (configuration not stated)	13%	i	i	i	-6%	0%	0%	5%	-26%	21%	0%
Cc1cccc2cc(C(c3nnnn3C(C)(C)C)N3CCN(C(=O)c4ccco4)CC3)c(=O)[nH]c12 (configuration not stated)	-8%	i	?	?	10%	-1%	3%	-4%	-2%	-4%	1%[0.00368 µM]
CC1C2C(C)N(C)C(=O)N(C)C2N(C)C(=O)N1C (configuration not stated)	-8%	i	i	i	-6%	2%	1%	-1%	3%	-10%	0%
O=C(c1ccncc1)N1CCN(C(=O)c2cccc3ccccc23)CC1	-29%	nt	nt	nt	0%	-1%	1%	7%	-5%	8%	-1%
C=C(C)Cn1c(Sc2nc3ccccc3[nH]2)nc2c1c(=O)[nH]c(=O)n2C	-16%	i	?	i	3%	0%	-3%	-2%	0%	-20%	0%
CCC(=O)Nc1ccc(NC(=O)CN2CCCC(C)C2)c(Cl)c1 (configuration not stated)	-15%	i	i	i	8%	1%	3%	7%	1%	1%	-2%
CCCc1cc(=O)oc2cc(OCC(=O)N(C)C)c(Cl)cc12	10%	i	?	i	-1%	2%	-1%	10%	?	15%	0%
COc1nc(OC)nc(N2CCC(C(=O)NCC3CCCCC3)CC2)n1	13%	i	i	?	3%	2%	1%	1%	-2%	13%	0%
CC1CCN(C(=O)CSc2nnc(-c3cc4ccccc4cc3O)n2Cc2ccco2)CC1	9%	i	i	i	266%[activator]	-3%	-1%	23%	-13%	-2%	-2%
COc1ccc(-n2c(Cc3cccn3C)nnc2SCC(=O)Nc2ccc(C)cc2C)cc1	24%	nt	nt	nt	nt	3%	-1%	?	-11%	-4%	-6%
CN(CCc1ccccn1)C(=O)CCNC(=O)Cn1cnc2ccccc2c1=O	0%	i	i	i	-1%	3%	-2%	0%	0%	8%	4%
CCC(=O)Nc1c2c(nc3c1CCC3)CCCC2	-3%	i	i	i	-1%	-2%	1%	18%	-2%	0%	-2%
O=C(NC1CCCCCC1)C1CC(=O)N(Cc2ccccc2)C1 (configuration not stated)	-11%	i	i	i	3%	0%	5%	12%	5%	-9%	-1%
COc1ccc(N2CCn3c2nc2c3c(=O)n(CCCc3ccccc3)c(=O)n2C)cc1	-5%	i	i	i	-3%	1%	1%	-5%	5%	-15%	-1%
COc1ccccc1N(C(=O)NCc1ccccc1)C1=NCC(C)S1 (configuration not stated)	37%	nt	nt	nt	nt	-3%	-1%	18%	-14%	4%	-2%
O=c1[nH]c2cc3c(cc2cc1C(c1nnnn1C1CCCC1)N1CCSCC1)OCCO3 (configuration not stated)	6%	i	i	i	150%[activator]	0%	4%	24%	?	0%	-3%
N#Cc1c(N)n[nH]c1-c1cc2c([nH]1)CCCC2	-2%	i	i	i	1%	-1%	-5%	-32%[inhibitor]	-10%	-21%	-1%
O=C(C1CCCN(S(=O)(=O)c2cccc3nsnc23)C1)N1CC=C(c2ccccc2)CC1 (configuration not stated)	0%	i	?	i	-7%	1%	2%	6%	-9%	-16%	-2%
C[C@@H]1CC[C@H]2C(=O)NC[C@@H](O)CN2[C@@H]1c1ccc(Br)cc1	nt	nt	nt	nt	nt	-5%[11.5 µM]	1%[11.4 µM]	13%[11.4 µM]	-5%[11.4 µM]	-8%[11.5 µM]	1%[11.5 µM]
CN(C(=O)CSc1nnc(NC2CCCCC2)s1)C1CCS(=O)(=O)C1 (configuration not stated)	6%	i	?	?	1%	-3%	1%	-1%	-8%	-7%	0%
CCN(CCCNC(=O)CNC(=O)Cn1cnc2ccccc2c1=O)c1cccc(C)c1	-3%	i	i	i	11%	1%	-6%	-6%	6%	-3%	0%
O=C(CSc1ncc(-c2ccc(F)cc2)n1Cc1ccco1)Nc1nccs1	16%	i	i	?	nt	-1%	1%	?	-8%	4%	0%
Cc1cc(Cl)cc(C)c1OCCCCN1CCOCC1	-9%	i	i	i	7%	0%	-1%	21%	12%	3%	0%
CCN(CC)CCCNC(=O)c1cc(-c2ccc(Cl)c(Cl)c2)on1	107%	i	i	i	9%	-2%	3%	?	4%	53%[activator]	1%
CCN(CC)c1ccc(NC(=O)CN2CCN(c3ccc(F)cc3)CC2)cc1	?	i	i	?	8%	2%	4%	-2%	17%	-13%	-3%
CC(C)OC(=O)CSc1ncnc2c1cnn2-c1ccccc1	-3%	i	i	i	nt	-1%	-5%	?	5%	32%	2%
CCCCCOC(=O)C1=C(C)NC(=O)NC1c1ccccc1OCC (configuration not stated)	-22%	nt	nt	nt	10%	-5%	0%	29%	-10%	0%	-1%
CC(C)NC(=O)NC(=O)COC(=O)Cc1ccsc1	-10%	i	?	?	-2%	2%	-39%	2%	13%	5%	1%
CCOC(=O)C1CCN(C(=O)CSc2ccccc2)CC1	13%	i	i	?	6%	0%	-1%	1%	?	-18%	1%
O=P(c1ccc2c(c1)OCCO2)(N1CCOCC1)N1CCOCC1	-2%	i	i	i	-6%	3%	1%	2%	-1%	11%	0%
CN(CC(=O)NCc1ccccn1)S(=O)(=O)c1ccc(Cl)cc1	0%	nt	nt	nt	-2%	0%	0%	-1%	2%	15%	-1%
CC1=C(C)C(=O)C(CCCCC#CCCCC#CCO)=C(C)C1=O	-10%	i	?	i	0%	1%	-3%[25.5 µM]	?	-8%&-15%	-17%	2%
O=C(NCc1cccnc1)c1cccc2c1C(=O)N(C1CCCCC1)C2	0%	i	i	i	24%	1%	-5%	19%	-16%	-1%	0%
Cc1cc2cc(CN(CCCO)S(=O)(=O)c3cccc4nsnc34)c(=O)[nH]c2cc1C	?	i	?	?	35%[activator]	2%	-1%	-10%	-2%	-23%	0%
O=S(=O)(NC1CCN(Cc2ccccc2)CC1)c1cccc(S(=O)(=O)N2CCOCC2)c1	-2%	i	?	i	nt	-3%	3%	4%	8%	-6%	1%
O=C(CN(Cc1ccco1)C(=O)CNS(=O)(=O)c1ccccc1)NCc1ccccc1	9%	i	i	?	9%	0%	2%	13%	-1%	4%	-2%
COc1ccccc1-n1c(SCC(=O)NC(C)(C)C)nc(O)cc1=O	5%	i	?	?	21%	-1%	1%	2%	-4%	7%	-1%
CCOC(=O)c1nnc2cc(-c3ccccc3)nn2c1C	16µM*	nt	nt	nt	30%	-2%	-4%	-13%	?	4%	-2%
CCOC(=O)N1CCN(S(=O)(=O)c2cc(Br)cc3c2N(C(C)=O)C(C)C3)CC1 (configuration not stated)	-1%	i	i	i	14%	1%	0%	10%	4%	-9%	0%

Printed as active in Tau filament bind, among the entries above:
SMILES	Tau filament bind	Rhodamine autofl	Fluorescein autfl	TexasRed autofl	USP2a inhib	Caspase-1 inhib	Luciferase inh	HADH2 inh	Casp7 inh
CCOC(=O)c1nnc2cc(-c3ccccc3)nn2c1C	16µM*	nt	nt	nt	30%	-2%	-4%	?	-2%

Next part:
SMILES	Tau filament bind	Rhodamine autofl	Fluorescein autfl	TexasRed autofl	USP2a inhib	Caspase-1 inhib	Luciferase inh	HEK293 cAMP cs	HADH2 inh	ERK AVP inh	Casp7 inh
C=CCn1c(SCC2=C(C(=O)OCC)C(C)NC(=O)N2)nnc1C1CCCCC1 (configuration not stated)	5%	i	?	?	-4%	5%	0%	34%	9%	2%	0%
CC1=C(C(N)=O)C(c2ccco2)C(C(N)=O)=C(C)N1	22%	nt	nt	nt	-6%	-9%	1%	-3%	2%	11%	-8%
N#Cc1nc(COc2ccc(Cl)cc2)oc1NCc1ccc2c(c1)OCO2	8%	i	i	i	-25%	-10%	-3%	10µM*	10%	5%	-7%
CC(=O)NC(Cc1c[nH]c2ccccc12)C(=O)OCC(=O)Nc1cc(C)on1 (configuration not stated)	1%	i	i	i	8%	-3%	1%	2%	8%	12%	1%

Screening data: PubChem, National Center for Advancing Translational Sciences (NCATS)
